TR SRC2 fluor cs = Texas Red fluorescence interference in TRb-SRC2 counter-screen; TRb/SRC2 Texas Red total fluorescence interference; Potency, µM (titrated, usually from 106 µM), for the others: at the top dose fluorescence change, negative = quenching; 280,000 compounds, 0.29% hits; active means well fitted curve in either direction with a large enough effect; inconclusive means small, poorly fitted or top-dose-only effect; further: on the % scale 0 is the no-effect control and ±100 the full control effect
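Flags fluorescent or light-absorbing compounds by total fluorescence, S + 2P, at 555 nm excitation and 632 nm emission. Mixture: 20 nM Texas Red SRC2 peptide, 0.6 uM human TRb LBD, 1 uM T3, 5% DMSO; compound exposure 5 h at ambient temperature.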
Tau fibril ThT = tau fibrillization inhibition (ThT binding); P10636; recombinant tau K18 P301L, heparin-induced fibrillization, ThT fluorescence; Potency, µM (doses to about 57.4 µM), for inactives: top-dose activity, negative = inhibition, actives largely listed as inhibitors; 270,000 compounds, 2.1% hits; AID 1460; further: on the % scale 0 is the no-effect control and ±100 the full control effect; nearly all actives have a fitted effect of over 55% in size
Target sequence (P10636 561-689 P618L limits assumed): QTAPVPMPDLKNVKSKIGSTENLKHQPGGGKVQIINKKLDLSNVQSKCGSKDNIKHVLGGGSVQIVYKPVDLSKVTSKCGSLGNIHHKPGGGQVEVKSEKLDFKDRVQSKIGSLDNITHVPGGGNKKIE
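Heparin-induced (20 uM) aggregation of recombinant human K18 P301L tau, 15 uM unlabeled with 0.24 uM labeled, pH 7 acetate buffer, 6 hr at 37 C with compound. Fibrils quantified by 30 uM ThT fluorescence after 1 hr ambient incubation.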
RECQ1 helicase = inhibitors of human RECQ1 DNA helicase; AID 2549; RECQ1 DNA unwinding, red fluorescence kinetic read; P46063; 240,000 compounds, 0.54% hits; Potency, µM (titrated, usually from 57.3 µM), for inactives: top-dose activity, negative = inhibition, usual class: inhibitors;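 further: plate controls were vehicle for no effect and no enzyme for full effect; nearly all actives have a fitted effect of over 30% in size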
Target sequence (P46063 whole entry, looked up): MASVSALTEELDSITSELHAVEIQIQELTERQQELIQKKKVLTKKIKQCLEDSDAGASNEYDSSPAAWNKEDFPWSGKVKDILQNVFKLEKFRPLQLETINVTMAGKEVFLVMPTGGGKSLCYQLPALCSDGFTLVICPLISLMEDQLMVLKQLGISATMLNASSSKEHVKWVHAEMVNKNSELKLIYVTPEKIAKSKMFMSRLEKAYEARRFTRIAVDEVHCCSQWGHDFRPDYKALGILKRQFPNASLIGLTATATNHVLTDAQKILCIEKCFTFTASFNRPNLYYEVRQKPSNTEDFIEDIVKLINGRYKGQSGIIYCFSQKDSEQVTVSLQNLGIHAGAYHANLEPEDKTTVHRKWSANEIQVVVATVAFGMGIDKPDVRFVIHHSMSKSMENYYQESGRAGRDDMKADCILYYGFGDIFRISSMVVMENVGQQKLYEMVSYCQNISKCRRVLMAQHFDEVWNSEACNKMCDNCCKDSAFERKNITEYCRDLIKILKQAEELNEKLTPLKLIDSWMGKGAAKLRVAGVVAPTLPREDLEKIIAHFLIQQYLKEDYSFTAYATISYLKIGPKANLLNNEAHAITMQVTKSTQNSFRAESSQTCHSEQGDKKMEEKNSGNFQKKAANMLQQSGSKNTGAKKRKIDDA
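RECQ1T1 50 nM; forked duplex (20 bp + 30-nt ss tails) 200 nM, ATP 2 mM final; pH 8.0, 2 mM MgCl2, 2.5 ug/ml poly(dI-dC); 15 min compound preincubation; discontinuous kinetic read over 2 h at RT.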
Tau FP inhib = blocks human tau fibril formation measured by polarization. K18 P301L tau heparin fibrillization, Alexa594 FP, 6 h. Potency, µM (series often up to 57.7 µM), inactives show top-dose activity, negative = inhibition, actives largely listed as inhibitors. 280,000 compounds, 0.39% hits; further: on the % scale 0 is the no-effect control and ±100 the full control effect; nearly all actives have a fitted effect of over 55% in size
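Heparin (20 uM) drove fibril formation of recombinant tau K18 P301L, 15 uM unlabeled with 0.24 uM Alexa 594 label, for 6 hr at 37 C in 100 mM sodium acetate pH 7. Fluorescence polarization (555/632 nm) read 1 hr after 30 uM ThT.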
L3MBTL1 block = L3MBTL1 (human) inhibition; 230,000 compounds, 0.66% hits; Q9Y468; AlphaScreen L3MBTL1–H3K9me1 peptide binding; Potency, µM (highest dose often 57.1 µM), without a hit: top-dose activity, negative = inhibition, hits mostly inhibitors; further: on the % scale 0 is the no-effect control and ±100 the full control effect; nearly all actives have a fitted effect of over 60% in size
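AlphaScreen assay: L3MBTL1 (50 nM final) was preincubated 30 min at room temperature with biotinylated H3(1-15)K9me1 peptide (75 nM final), then 30 min with library compounds; streptavidin donor and nickel chelate acceptor beads (10 ug/mL final) added, 30 min dark.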
TRb SRC2 PPI = inhibitors of human thyroid hormone receptor beta-SRC2 interaction. TRbeta-SRC2 peptide binding, fluorescence polarization; receptor liganded with 1 µM T3. Potency, µM (titrated, usually from 106 µM), for inactives: at the highest dose activity change, negative = inhibition, most hits filed as inhibitors. 280,000 compounds, 0.065% hits. AID 1469;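 further: plate controls were bound peptide for no effect and peptide without receptor for full effect; nearly all actives have a fitted effect of over 50% in size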
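Binding of a 20-amino-acid Texas Red SRC2 peptide (20 nM) to TRb ligand-binding domain (0.6 uM) with agonist T3 at 1 uM was followed by fluorescence polarization after a 5 hr room-temperature incubation.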
Tau fluor cs = counter-screen for tau fibril formation inhibitors; 280,000 compounds, 0.93% hits; Potency, µM (titrated, usually from 57.7 µM), for inactives: top-dose activity change, negative = decrease; tau K18 P301L Alexa594 fluorescence, heparin fibrillization; further: on the % scale 0 is the no-effect control and ±100 the full control effect; nearly all actives have a fitted effect of over 55% in size
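Human tau K18 P301L (15 uM unlabeled, 0.24 uM Alexa 594-labeled) in 100 mM sodium acetate pH 7 with 20 uM heparin, 6 hr at 37 C. ThT 30 uM added, 1 hr ambient; Alexa 594 FP and total fluorescence read at 555/632 nm.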
HTT cytoprotect = protects HTT-Q103 PC12 cells, measured by ATP. PC12 HTT-Q103 induced, cytoprotection, ATP luminescence, 40 h. Potency, µM (highest dose often 56.4 µM), without a hit: cytoprotection (ATP increase), actives largely listed as activators. 230,000 compounds, 0.14% hits. AID 1471;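 further: % of control where 0% means no effect; nearly all actives have a fitted effect of over 45% in size; toxic huntingtin expression switched on by the ecdysone agonist tebufenozide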
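Compounds added alongside 100 nM tebufenozide, which induces toxic Q103 huntingtin exon 1-GFP in stable PC12 cells; surviving cells quantified by luminescent ATP measurement. Medium: phenol red-free DMEM, 5% equine and 5% calf serum.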
Active calls of the source: *; i = inactive; ? = inconclusive; · = not tested or not shown; [ ] = dose if it differs, or a comment. Unless noted, the call rests on the fitted dose curve; in most records, active means well fitted curve in the direction sought with a large enough effect; inconclusive means small, poorly fitted or top-dose-only effect, or another doubt; inactive means no such curve, though single readings can be large; an effect the other way counts as inactive or inconclusive. Potency means the concentration at half of the fitted maximal effect.

SMILES	TR SRC2 fluor cs	Tau fibril ThT	RECQ1 helicase	Tau FP inhib	L3MBTL1 block	TRb SRC2 PPI	Tau fluor cs	HTT cytoprotect
COc1ccc(-c2csc(N3C(=O)C4C5c6ccccc6C(c6ccccc65)[C@@H]4C3=O)n2)cc1 (some centres not stated)	4%	6%	i	-12%	-9%	7%	2%	-17%[10 µM]
c1ccc2c(c1)CNC1(CCCCC1)C2	-6%	3%	-1%	7%	-1%[11.4 µM]	7%	12%	14%[10 µM]
O=c1[nH]c(/C=C/c2ccccc2OC(F)F)nc2c1cnn2-c1ccccc1	-2%[53 µM]	7%	-10%	?	-1%	-5%[53 µM]	-18%	-1%[10 µM]
Cc1ccc(C)c(-n2nnnc2Sc2nc([N+](=O)[O-])nn2C)c1	1%	-6%	-5%	-1%	1%	-4%	-9%	·
CCOc1ccc(NC(=O)C/C(N)=N/O)cc1	0%	-5%	-17%	6%	·	1%	5%	-1%
CC1CN(C(=O)Nc2ccc3c(c2)OCO3)CC(C)O1 (configuration not stated)	-4%	-8%	i	-8%	·	-4%	-8%	-1%
CNS(=O)(=O)c1cccc(C(=O)OCc2cc(C(C)=O)ccc2OC)c1	-5%	0%	-3%	0%	0%	4%	-6%	-48%[inhibitor]
O=C(O)Cc1ccc2oc(-c3cccnc3)nc2c1	1%	8%	-2%	3%	9%	5%	8%	·
O=S(=O)(/C=C/c1ccccc1)N1CCN(c2ccccc2)CC1	3%	-10%	i	-12%	-2%	2%	-12%	-8%
Cc1ccc(CNC(=O)c2ccc(Cn3nc(C)c(Cl)c3C)o2)cc1	-1%	?	i	8%	-1%	-7%	-12%	-27%
COc1ccc(C(=O)NC(C(=O)NCC(=O)Nc2c(C)cccc2C)C(C)C)cc1 (configuration not stated)	0%	2%	-2%	5%	5%	-8%	6%	31%[10 µM]
Cc1ccc2nc(N3CCN(S(=O)(=O)c4ccc(C)c(Cl)c4)CC3)c(C#N)cc2c1	-4%	-3%	i	-4%	·	-5%	-16%	26%
Cc1cccc(C(=O)N2CCC(Cc3ccccc3)CC2)c1[N+](=O)[O-]	0%	-7%	1%	11%	-10%	-8%	-5%	-46%[inhibitor][10 µM]
CCc1cc(OCCN(C)C)ccc1Cl	-2%	-1%	i	-4%	-3%	-2%	-2%	12%[10 µM]
COc1ccc(N(C(=O)c2ccccc2C)S(=O)(=O)c2cccs2)cc1	0%	14%	-5%	-1%	2%	3%	12%	-9%[0.074 µM]
O=C1OC(Nc2ccc(F)c([N+](=O)[O-])c2)c2ccccc21 (configuration not stated)	0%	·	-1%	-6%	·	0%	-20%	-6%[10 µM]
Cc1cc(C)nc(Sc2ncnc3c2oc2ccccc23)n1	-1%	-12%	-4%	-2%	4%	-15%	0%	15%
CCCCSc1nnc(NC(=O)CCc2ccccc2)s1	0%	-7%	-2%	4%	·	4%	-8%	11%
N#C/C(=C(/O)c1ccco1)c1nc2ccccc2[nH]1	-6%	-11%	-3%	6%	-4%	-4%	0%	-98%[inhibitor]
CC(C)c1nc2oc3c(=O)[nH]cnc3c2c2c1COC(C)(C)C2	-1%	-4%	-5%	2%	-10%	9%	-1%	21%[10 µM]
O=C(Nc1ccc2oc(-c3cccc4c(Br)cccc34)nc2c1)c1ccc(Br)cc1	?	-14%	·	?	·	-6%	-7%	·
CN(C)CCCNCC(=O)NN(c1ccccc1)c1ccccc1	0%	3%	i	-1%	·	4%	9%	19%[10 µM]
N=c1n(CCN2CCCCC2)c2ccccc2n1CC(=O)c1cccs1	0%	-1%	-3%	3%	-4%	-8%	3%	-4%[10 µM]
O=C(OCCN1C(=O)c2cccc3c(N4CCOCC4)ccc(c23)C1=O)c1ccc(Cl)cc1Cl	12%	8%	-8%	-5%	?	-19%	-19%	-2%[10 µM]
Cc1[nH]c2ccccc2c1C(=O)/C=C\c1ccccc1Cl	4%	?	-1%	?	15%	9%	?	-4%[1.9 µM]
O=C(Cc1ccccc1)N1CCN(S(=O)(=O)c2cccc([N+](=O)[O-])c2)CC1	1%[53 µM]	3%	i	9%	-2%	-4%[53 µM]	0%	16%[10 µM]
CCc1nnc(NC(=O)CSc2ccc(-c3ccc(C)cc3)nn2)s1	0%	?	i	-10%	-4%	2%	3%	14%
O=C(CSc1nccn1-c1ccc(F)cc1)Nc1ccc2c(c1)OCO2	-2%	-10%	10%	7%	-21%	3%	-24%	-15%
COc1ccc(NC2=Nc3cccc4cccc2c34)cc1	0%	13µM*	3%	?	?	11%	?	16%[10 µM]
CCCSc1nnc2[nH]c(=O)cc(N)n12	-1%	-5%	2%	2%	21%[11.4 µM]	7%	-3%	18%[10 µM]
COc1ccc(CNC(=O)CCc2c(C)nc3cc(-c4ccccc4OC)nn3c2C)cc1	-3%	·	-4%	-2%	·	-5%	-14%	-4%[10 µM]
CCOC(=O)c1c(-c2ccc(C)o2)csc1NC(=O)CN1CCN(CC)CC1	-3%	-13%	-7%	3%	-3%	-7%	-2%	8%[10 µM]
O=S1(=O)CC(NCc2ccccc2)C(Nc2ccc(Cl)cc2)C1 (configuration not stated)	0%	1%	i	-3%	5%	-8%	-17%	6%
CCN(CC)S(=O)(=O)c1ccc(NC2c3ncccc3C(=O)N2Cc2ccccc2)cc1 (configuration not stated)	-1%	-10%	-8%	-1%	-14%	-16%	-22%	-26%
O=C(CC1C(=O)NCCN1Cc1ccc(-c2ccccc2)cc1)NCC1CC1 (configuration not stated)	0%[53 µM]	-19%	-10%	-1%	-11%	-2%[53 µM]	-9%	6%[10 µM]
O=C(Cn1nnc(-c2ccc(Cl)cc2)n1)NCc1ccco1	0%	-1%	i	0%	-5%[11.4 µM]	-1%	2%	10%

Continued (five carried over from the part before).
SMILES	TR SRC2 fluor cs	Tau fibril ThT	RECQ1 helicase	Tau FP inhib	L3MBTL1 block	TRb SRC2 PPI	Tau fluor cs	HTT cytoprotect
CCOC(=O)c1c(-c2ccc(C)o2)csc1NC(=O)CN1CCN(CC)CC1	-3%	-13%	-7%	3%	-3%	-7%	-2%	8%[10 µM]
O=S1(=O)CC(NCc2ccccc2)C(Nc2ccc(Cl)cc2)C1 (configuration not stated)	0%	1%	i	-3%	5%	-8%	-17%	6%
CCN(CC)S(=O)(=O)c1ccc(NC2c3ncccc3C(=O)N2Cc2ccccc2)cc1 (configuration not stated)	-1%	-10%	-8%	-1%	-14%	-16%	-22%	-26%
O=C(CC1C(=O)NCCN1Cc1ccc(-c2ccccc2)cc1)NCC1CC1 (configuration not stated)	0%[53 µM]	-19%	-10%	-1%	-11%	-2%[53 µM]	-9%	6%[10 µM]
O=C(Cn1nnc(-c2ccc(Cl)cc2)n1)NCc1ccco1	0%	-1%	i	0%	-5%[11.4 µM]	-1%	2%	10%
CCOc1ccccc1NC(=O)Nc1nnc(N2CCCCCC2)s1	0%	-22%	·	7%	·	2%	-18%	·
CC(=O)OCc1cc2cccc(C)c2[nH]c1=O	3%	-5%	i	-2%	-10%	-8%	-1%	2%[0.074 µM]
COc1ccc(C(NC(=O)C2C3C=CC(C3)C2C(=O)O)c2ccccc2)cc1 (configuration not stated)	-2%	-14%	i	-1%	10%	-4%	-17%	-12%[10 µM]
O=C(/C=C/c1ccc([N+](=O)[O-])cc1)NCCN1C(=O)S/C(=C\c2ccc(F)cc2)C1=O	-4%	?	i	-1%	-3%	4%	-17%	-52%[inhibitor]
COc1ccc(-c2cc(-c3nnc(-c4ccncc4)o3)c3ccccc3n2)cc1	0%	-13%	-9%	?	17%	-4%	?	-14%[10 µM]
C#CCCCCCCC#CCN(C)C	5%	-9%	0%	1%	-6%	-1%	-6%	·
CCOC(=O)c1ccc(NC(=O)CSc2nnc(CNC(=O)c3ccccc3F)o2)cc1	-1%	?	-15%	-2%	·	-13%	-18%	-8%
Cc1cc(Cl)ccc1OCCCC(=O)OCC(N)=O	0%	-3%	-16%	1%	1%	-3%	1%	-24%
COc1ccc(CC(=O)NC(C)c2nnc(SCC(=O)c3ccc(Br)cc3)n2C)cc1 (configuration not stated)	3%	?	-3%	-10%	·	10%	-17%	-21%[10 µM]
CCOC(=O)Nc1ccc(S(=O)(=O)Nc2cc(C)on2)cc1	0%	-5%	-9%	-6%	-1%	-9%	-2%	4%[0.074 µM]
COc1cc(C(=O)N2CCN(c3ccccc3OC)CC2)c([N+](=O)[O-])cc1OC	-2%[53 µM]	-6%	18%	-1%	0%	1%[53 µM]	-6%	-9%[10 µM]
CCCC1=Nc2cc(C(=O)NCCc3ccccc3)ccc2Sc2ccc(C)cc21	0%	-5%	·	-5%	·	-1%	-14%	·
CC(=O)c1cccc(-n2c(CCC(=O)O)ccc2-c2cccs2)c1	4%	?	-15%	-6%	-9%	-2%	-5%	-16%
O=C(CN1C(=O)COc2ccc(Cl)cc21)N1CCc2ccccc21	3%	6%	4%	10%	-1%	3%	4%	9%[1.9 µM]
CCc1cccc(NC(=O)Cn2c(=O)n(CCCCCC(=O)NCc3ccc(F)cc3)c(=O)c3sccc32)c1	?	?	·	?	·	9%	?	·
CCOc1ccc(C(c2c(NC(=O)c3ccccc3)sc(C)c2C)N2CCN(C)CC2)cc1 (configuration not stated)	0%	?	-13%	8%	-15%	0%	?	28%[10 µM]
Cc1cc2ccccn2c1C(=O)c1ccc(N/N=C/c2ccc(C(=O)O)cc2)c([N+](=O)[O-])c1	-7%	3.2µM*	-15%	-6%	·	-1%	-28%	9%[10 µM]
CC(c1ccccc1)N1C(=O)NC(NC(=O)c2cccnc2)(C(F)(F)F)C1=O (configuration not stated)	1%	-7%	-2%	-3%	8%	11%	-1%	22%[10 µM]

Screening data (PubChem BioAssay)

This is a subset; rates above refer to the full screens.
